NSD2 inh: blocks human histone methyltransferase NSD2. NSD2 peptide methylation, AlphaScreen, 120 min. inhibition, % at 12.5 µM. 310,000 compounds, 0.54% hits. AID 743445; in the data active = inhibition above about 50%
Target sequence (O96028 whole entry, looked up): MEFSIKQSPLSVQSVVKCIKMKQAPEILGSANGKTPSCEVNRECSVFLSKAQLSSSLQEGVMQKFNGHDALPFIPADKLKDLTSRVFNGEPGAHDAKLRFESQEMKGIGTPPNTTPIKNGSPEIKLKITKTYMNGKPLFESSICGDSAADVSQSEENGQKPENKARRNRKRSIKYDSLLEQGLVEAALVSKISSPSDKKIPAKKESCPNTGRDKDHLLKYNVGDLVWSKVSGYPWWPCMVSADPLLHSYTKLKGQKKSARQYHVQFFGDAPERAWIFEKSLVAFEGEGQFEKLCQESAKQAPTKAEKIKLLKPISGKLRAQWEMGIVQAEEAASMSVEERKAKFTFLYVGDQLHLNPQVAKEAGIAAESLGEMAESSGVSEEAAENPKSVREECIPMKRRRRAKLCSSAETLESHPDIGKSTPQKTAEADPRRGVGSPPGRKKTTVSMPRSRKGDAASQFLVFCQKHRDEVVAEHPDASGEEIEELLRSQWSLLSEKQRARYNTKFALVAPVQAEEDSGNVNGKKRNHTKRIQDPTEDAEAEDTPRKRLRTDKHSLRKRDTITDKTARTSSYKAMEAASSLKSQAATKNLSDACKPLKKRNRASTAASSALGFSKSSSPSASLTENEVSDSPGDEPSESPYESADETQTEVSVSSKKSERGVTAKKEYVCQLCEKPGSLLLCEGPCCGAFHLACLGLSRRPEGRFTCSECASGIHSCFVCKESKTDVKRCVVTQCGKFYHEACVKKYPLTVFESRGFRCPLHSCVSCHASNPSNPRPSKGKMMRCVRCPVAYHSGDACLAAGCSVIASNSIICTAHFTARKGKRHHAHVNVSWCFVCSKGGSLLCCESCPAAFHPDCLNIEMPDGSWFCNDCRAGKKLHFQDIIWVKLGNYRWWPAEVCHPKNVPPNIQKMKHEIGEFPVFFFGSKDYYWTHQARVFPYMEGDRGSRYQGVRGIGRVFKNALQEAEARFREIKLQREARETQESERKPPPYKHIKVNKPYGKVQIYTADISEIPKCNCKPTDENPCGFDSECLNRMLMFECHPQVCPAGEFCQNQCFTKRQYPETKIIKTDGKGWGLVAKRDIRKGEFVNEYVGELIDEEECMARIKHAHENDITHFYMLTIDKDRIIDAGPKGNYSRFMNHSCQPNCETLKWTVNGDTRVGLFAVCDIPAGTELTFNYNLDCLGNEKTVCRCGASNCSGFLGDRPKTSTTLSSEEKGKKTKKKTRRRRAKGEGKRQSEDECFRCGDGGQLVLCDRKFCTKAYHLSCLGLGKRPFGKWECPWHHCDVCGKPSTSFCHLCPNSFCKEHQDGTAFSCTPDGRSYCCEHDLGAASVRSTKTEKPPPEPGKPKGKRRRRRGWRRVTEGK
CAL PDZ FP-1: inhibitors of human CAL PDZ peptide binding. inhibition, % at 20 µM. AID 504414. 330,000 compounds, 0.02% hits. purified CAL PDZ, TMR-peptide fluorescence polarization, 1 h;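 active = highest replicate inhibition of at least 40%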;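 note: plate controls were DMSO neutral control wells for no effect and unlabeled competitor peptide control wells for full effect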
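Material – purified CerCALP PDZ construct · Detection – FP readout, S and P plane fluorescence · Measure – percent inhibition from loss of millipolarization · Controls – unlabelled peptide for full inhibition, DMSO wells as neutral · Probe or stimulus – TMR-labelled reporter peptide T*-PRC34 bound in PDZ groove · Times – 1 h at RT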
PfHsp90 set2: growth inhibition of yeast expressing Plasmodium Hsp90 | 310,000 compounds, 0.32% hits | S. cerevisiae expressing PfHsp90, BacTiter-Glo ATP, 48 h; yeast lacking PDR1 and PDR3 efflux regulators | inhibition, % at 9.4 µM | AID 504621;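 active = every replicate shows inhibition above about 80%, whatever the replicate mean, limit read from the data; inconclusive = mean inhibition reaches the set limit but some replicate falls short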;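 note: 0% = DMSO neutral controls and 100% = 20 µM radicicol positive controls; yeast relying on Plasmodium falciparum Hsp90 in place of its own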
PvdQ acylase: blocks Pseudomonas aeruginosa PvdQ acylase activity; 340,000 compounds, 0.063% hits; purified PvdQ acylase, fluorescence plate reader; inhibition, % at 10 µM; in the data active = inhibition above about 30%, passing the limit was not always enough; inconclusive = no clear call, values can overlap the other calls;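 note: 0% = vehicle neutral wells and 100% = reference inhibitor wells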
SR-BI DiI inh: blocks mouse SR-BI lipid uptake from DiI-HDL; Q61009; ldlA[mSR-BI] CHO cells, DiI-HDL uptake fluorescence, 3 h; inhibition, % at 12.5 µM; 320,000 compounds, 0.96% hits;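 active = mean replicate inhibition of at least 70% and a set share of replicates each scoring 70 or more; inconclusive = meets just one of the two criteria; inactive = fails both criteria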;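 note: 0% = median of neutral control wells and 100% = median of positive control wells; values of inactives mirror those of a sister screen read the other way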
Rtt109 HAT inh: inhibitors of Candida albicans Rtt109/Vps75 histone acetyltransferase | Q5AAJ8 | purified Rtt109/Vps75, ThioGlo CoA-SH fluorescence, 4 h | inhibition, % at 34.9 µM | 330,000 compounds, 0.16% hits;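 active = inhibition of at least 50% in every replicate; inconclusive = best replicate reaches 50% inhibition but some replicates fall short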
dFosB activator: mouse delta FosB homodimer activation. P13346. activation, % at 25 µM. 340,000 compounds, 0.99% hits. purified delta FosB, TAMRA-CDK5 oligo fluorescence polarization; percent of positive-control signal above neutral wells;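 active = mean activation above about 17%, with every replicate also reaching it, limit read from the data, passing the limit was not always enough; inconclusive = only one of the two conditions met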;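 note: fluorescence polarization rise as delta FosB binds a TAMRA Cdk5 AP-1 oligo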
CAL PDZ FP-2: blocks peptide binding to the human CAL PDZ domain; Q9HD26; purified CAL PDZ, TMR-peptide fluorescence polarization, 1 h; inhibition, % at 24.9 µM; 300,000 compounds, 0.92% hits; AID 602252;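 active = mean inhibition of at least 30% with at least half of replicates also reaching 30%; inconclusive = no clear call, values can overlap the other calls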;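 note: 0% = DMSO neutral control and 100% = excess unlabeled competitor peptide PRC23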
SR-BI DiI-HDL act: SR-BI HDL lipid transfer activation. CHO ldlA[mSR-BI] cells, DiI-HDL uptake fluorescence, 3 h; 100 = double the neutral-control signal. activation, % at 12.5 µM. 320,000 compounds, 0.096% hits;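 active = mean replicate activation of at least 60% and every replicate at or above 60%; inconclusive = mean or all-replicate condition met, but not both; inactive = mean below 60% and not all replicates reaching 60%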;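 note: 0% = median plate neutral-control signal and 100% = twice that signal; values of inactives mirror those of a sister screen read the other way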
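System: LDL receptor-deficient CHO ldlA cells overexpressing murine SR-BI | Timing: 3 h uptake period with compound, 37 °C | Medium: HEPES-buffered (25 mM, pH 7.4) F12 plus 0.5% BSA | Dosing: Single-point compound dose | Signal: Bottom-read fluorescence, 550/595 nm | Read-out: Retained DiI signal reflecting DiI-HDL uptake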
MITF TRPM1 HTS: activators of MITF-driven TRPM1 promoter activity in SK-MEL-5 cells; SK-MEL-5 TRPM1-promoter luciferase, 24 h; % of positive control, neutral wells = 0; activation, % at 12.5 µM; AID 588334; 300,000 compounds, 0.75% hits;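 active = mean activation of at least 80% with every replicate also reaching 80%; inconclusive = mean reaches 80% but some replicate falls short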;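 note: 0% = neutral control wells and 100% = parthenolide positive control wells; values of inactives mirror those of a sister screen read the other way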
An asterisk follows results filed as active; u = inconclusive; x = not tested or not shown.

SMILES	NSD2 inh	CAL PDZ FP-1	PfHsp90 set2	PvdQ acylase	SR-BI DiI inh	Rtt109 HAT inh	dFosB activator	CAL PDZ FP-2	SR-BI DiI-HDL act	MITF TRPM1 HTS
CC(C)(CO)CNC(=O)CCc1nnc(C2(c3ccc(Cl)cc3)CCC2)o1	2	-2.6	20	-15	-6	-1	-6	0	6	0
COc1ccc(/C=C/C(=O)c2ccc3c(c2)OCO3)c(OC)c1	-1	-3.4	2	-7	2	-8	-7	-4	-2	u
Cc1ccc(C(O)(C(=O)NNS(=O)(=O)c2ccc(C)cc2)c2ccc(C)cc2)cc1	1	0.5	5	2	-48	-5	-2	-6	48	-5
CC12CCC(C/C1=N/OC(=O)c1cccc([N+](=O)[O-])c1)C2(C)C (stereo unspecified)	9	-9.3	-30	-10	17	8	-4	1	-17	-10
CC(C)c1ccc(CN(C(=O)c2cc3ccccc3oc2=O)C2CCS(=O)(=O)C2)cc1 (stereo unspecified)	0	-2.5	x	-9	13	17	-14	x	-13	14
CC(=O)c1cccc(OCc2cc(C(=O)N3C[C@H]4CC[C@H]3C4)no2)c1	-2	-2.9	-1	6	2	12	-6	-4	-2	47
O=C(OCCN1CCCCC1)c1cc2ccccc2o1	1	-2.5	-25	-14	-30	-14	-4	1	x	9
COCCCNC(=O)c1ccc2c(c1)ncn2-c1ccc(C)cc1C	3	-0.6	-3	3	-7	1	-9	-1	7	-5
O=C(O)C1C2CCC(O2)C1C(=O)Nc1cnn(Cc2ccccc2)c1 (stereo unspecified)	3	-0.5	x	-10	0	9	-5	x	0	2
O=C(Nn1c(O)c(C=C2N=c3ccccc3=N2)sc1=S)c1ccccc1	7	-1.9	3	4	-19	7	4	x	19	-5
O=C(COc1cccc(OC(F)F)c1)Nc1ccc(SC(F)F)cc1	-6	-0.2	3	8	-16	6	-5	-2	16	6
O=C(CSc1n[nH]c(=O)n1C1CC1)NCc1ccccc1	0	0.4	-15	-14	-11	-7	-6	27	11	12
CCCCCCCCNS(=O)(=O)CCNCc1ccco1	x	-1.1	1	-10	9	10	-8	-1	-9	11
O=S(=O)(c1cnc[nH]1)N1CCN(c2ccc(Cl)cc2)CC1	x	0.4	-5	-20	-35	0	2	x	35	x
C=CCn1c(SCC(=O)Nc2nnc(C)s2)nnc1C1CC1	9	-0.6	2	2	-23	13	0	-4	23	4
COc1ccccc1C(=O)Nc1cccc(NC(C)=O)c1	-2	x	x	2	23	17	-8	1	-23	-8
COc1ccc(C(N)=S)cc1	-2	-0.7	17	-14	-16	1	3	-6	16	4
O=C(c1ccc2c3c(cccc13)CC2)C1CCCN(Cc2cccnc2)C1 (stereo unspecified)	x	-2.5	-17	-12	x	-7	-1	-6	x	9
CC(Sc1nncn1C)C(=O)Nc1cc(C(F)(F)F)ccc1N1CCOCC1 (stereo unspecified)	-3	-3.1	x	-13	10	-11	-8	5	-10	5
CCc1ccc(CNC(=O)CCc2nnc(Cc3cccc(C(F)(F)F)c3)o2)nc1	-4	-2.4	-22	-8	-14	-2	-5	0	14	-2
C(=C\c1ccco1)/C=N/n1cnnc1	x	x	-4	7	-14	3	-2	0	14	-10
Nc1nnc(SCC(=O)c2ccccc2)s1	-1	-0.5	1	9	1	-10	4	-2	-1	7
CCCOC(=O)c1ccc2c(c1)C(=O)N(c1ccccc1)C2=O	19	0.2	-22	1	-6	3	4	2	6	-4
O=C(C1CCCCN1S(=O)(=O)c1ccccc1[N+](=O)[O-])N1CCOCC1 (stereo unspecified)	-5	-1.4	-23	-3	-19	-6	7	-3	19	-4
Cc1ccc(CNc2nc(-c3cccnc3)nc3ccccc23)cc1	0	-4.0	2	-13	39	6	-32	-9	-39	-4
CCc1c(C)nc(SCC(=O)c2ccc(C)c(C)c2)[nH]c1=O	0	-3.4	-11	-6	-15	1	-9	-5	15	3
O=C(NC1CCCC1)c1ncn[nH]1	8	-1.5	-2	-21	-14	-3	2	0	14	-7
COc1cc(/C=N/NC(=S)NCCN2CCOCC2)cc(OC)c1OC	-1	-0.6	-18	-8	-2	-6	0	4	2	3
Cc1ccc2oc(-c3cccc(N)c3)nc2c1	-8	-0.3	0	-6	5	-6	-3	-5	-5	4
COc1ccc2c(c1)c1ncn(Cc3ccccn3)c(=O)c1n2C	-6	-0.6	16	-16	7	0	-5	-6	-7	x
O=C(NC1CCN(Cc2ccccc2)CC1)c1ccccc1	-2	-0.2	30	5	-7	1	-5	-2	7	-6
CC(C)CN(CC(C)C)C(=O)Nc1ccc(F)cc1F	x	-1.9	13	-16	x	-3	-7	-8	x	-3
Cc1cccc(-c2nnnn2-c2cccc(C)c2)c1	1	-0.4	-16	-10	-12	-5	1	0	12	-7
Cc1cc(C)nc(NS(=O)(=O)c2ccc(NC(=O)Cc3ccc(F)cc3)cc2)n1	-1	0.1	-2	1	-16	32	-4	x	16	-5
N#C/C(=C(/O)COc1ccc(Br)cc1)c1nnc2n1CCCCC2	1	-1.7	-22	-1	-39	0	-4	-1	39	6
O=[N+]([O-])c1ccc(CN2CCN(c3ccc([N+](=O)[O-])cc3)CC2)cc1	9	-0.9	-11	-11	22	4	-6	2	-22	-11

Among those listed so far, 6 have an aryl thioether with sulfur outside any ring.
SMILES	NSD2 inh	CAL PDZ FP-1	PfHsp90 set2	PvdQ acylase	SR-BI DiI inh	Rtt109 HAT inh	dFosB activator	CAL PDZ FP-2	SR-BI DiI-HDL act	MITF TRPM1 HTS
O=C(COc1cccc(OC(F)F)c1)Nc1ccc(SC(F)F)cc1	-6	-0.2	3	8	-16	6	-5	-2	16	6
O=C(CSc1n[nH]c(=O)n1C1CC1)NCc1ccccc1	0	0.4	-15	-14	-11	-7	-6	27	11	12
C=CCn1c(SCC(=O)Nc2nnc(C)s2)nnc1C1CC1	9	-0.6	2	2	-23	13	0	-4	23	4
CC(Sc1nncn1C)C(=O)Nc1cc(C(F)(F)F)ccc1N1CCOCC1 (stereo unspecified)	-3	-3.1	x	-13	10	-11	-8	5	-10	5
Nc1nnc(SCC(=O)c2ccccc2)s1	-1	-0.5	1	9	1	-10	4	-2	-1	7
CCc1c(C)nc(SCC(=O)c2ccc(C)c(C)c2)[nH]c1=O	0	-3.4	-11	-6	-15	1	-9	-5	15	3

Next part
SMILES	NSD2 inh	CAL PDZ FP-1	PfHsp90 set2	PvdQ acylase	SR-BI DiI inh	Rtt109 HAT inh	dFosB activator	CAL PDZ FP-2	SR-BI DiI-HDL act	MITF TRPM1 HTS
COc1ccc(S(=O)(=O)N2CCN(C(=O)c3cc4c(s3)CCCC4)CC2)cc1	2	-0.3	-23	8	10	-2	-12	-1	-10	-8
CC(C)c1nc2sc3c(SCC(N)=O)ncnc3c2c2c1CCC2	0	-0.4	-17	12	-21	-5	-12	-4	21	x
COc1ccc(-c2nn(C)c(=O)c3ccccc23)cc1NC(=O)COc1ccccc1	1	-6.2	x	3	34	-2	-11	1	-34	x
Cc1ccccc1OCCn1cc(C(=S)N2CCN(C)CC2)c2ccccc21	13	-3.2	11	-10	-5	12	-2	-1	5	4
COc1cc(C)c(Cl)cc1S(=O)(=O)N(C)C	-1	-0.2	6	-5	x	-11	1	2	x	-8
CC1(C)CC(=O)C(C(=O)C2CCN(S(=O)(=O)c3ccccc3)CC2)C(=O)C1	0	1.2	-17	9	-9	-1	7	-3	9	-10
Brc1ccccc1OCCCN1CCCC1	4	-0.6	-27	-22	42	-7	1	x	-42	35
CC1(C)Cc2c(C#N)c(N3CCN(C(=O)c4ccccc4)CC3)nc(-c3ccco3)c2CS1	2	0.0	-20	14	40	-8	-11	-5	-40	-4
CC1CCCC(C)N1C(=O)COC(=O)CCC(=O)c1cccs1 (stereo unspecified)	0	0.4	-36	-2	-14	1	-3	0	14	-6
Cn1cc(Cl)c(C(=O)NNC(=S)NCc2ccco2)n1	4	-1.9	-21	-14	-37	-2	2	-1	37	10
O=C(C1=C[C@@H](c2ccc(Br)cc2)C[C@@H](OCc2ccc(CO)cc2)O1)N1CCOCC1	x	-0.5	4	3	-13	0	2	0	13	13
CCOC(=O)c1cnc2c(C)cc(C)cc2c1Nc1ccc(S(=O)(=O)Nc2ncccn2)cc1	x	-0.3	-3	5	-7	-5	0	-4	7	3

2 entries from above in another layout:
compound | NSD2 inh | CAL PDZ FP-1 | PfHsp90 set2 | PvdQ acylase | SR-BI DiI inh | Rtt109 HAT inh | dFosB activator | CAL PDZ FP-2 | SR-BI DiI-HDL act | MITF TRPM1 HTS
CC1(C)CC(=O)C(C(=O)C2CCN(S(=O)(=O)c3ccccc3)CC2)C(=O)C1 | 0 | 1.2 | -17 | 9 | -9 | -1 | 7 | -3 | 9 | -10
Brc1ccccc1OCCCN1CCCC1 | 4 | -0.6 | -27 | -22 | 42 | -7 | 1 | x | -42 | 35

More structures follow:
SMILES	NSD2 inh	CAL PDZ FP-1	PfHsp90 set2	PvdQ acylase	SR-BI DiI inh	Rtt109 HAT inh	dFosB activator	CAL PDZ FP-2	SR-BI DiI-HDL act	MITF TRPM1 HTS
NNc1ncnc2c1cnn2-c1ccccc1	0	-3.2	8	-12	1	8	-14	-3	-1	8
O=C(O)c1ccccc1C(=O)NCC(O)COc1ccc(Cl)cc1 (stereo unspecified)	3	-3.3	11	-4	x	-5	-9	-3	x	0
O=C(CNC(=O)c1ccco1)NCCCc1ccccc1	-3	-0.1	12	-1	-17	5	1	5	17	14
CN1C(=O)N(CC(=O)Nc2ccc(C(F)(F)F)cc2)C(=O)C12CCCCC2	1	0.7	-5	-16	3	2	-6	1	-3	-9
CCOc1ccc(N2C(=O)CC(/C=C3/N(C)c4ccccc4C3(C)C)C2=O)cc1 (stereo unspecified)	0	0.2	10	-24	6	13	-2	-4	-6	-6
COc1ccc(-c2cc(C(F)(F)F)n3nc(C(=O)NCCN4CCOCC4)cc3n2)cc1	2	1.1	5	-16	77*	-33	-21	-8	-77	-20
CC(C)N(Cc1nc(-c2ccccc2)no1)C(=O)c1ccc(Br)o1	-1	-2.2	-10	-6	-11	4	-15	0	11	-3
CCC(=O)N(c1nnc(SCC(=O)Nc2ccccc2Cl)s1)C1CC1	3	-0.8	11	-18	-4	0	-9	-4	4	10

Taken from above:
Result of CCC(=O)N(c1nnc(SCC(=O)Nc2ccccc2Cl)s1)C1CC1 in SR-BI DiI-HDL act: 4
Result of CC(C)N(Cc1nc(-c2ccccc2)no1)C(=O)c1ccc(Br)o1 in PvdQ acylase: -6

Assay outcomes as filed in PubChem.
